KLF5 inhibitor: suppresses KLF5 promoter-driven expression. DLD-1 KLF5 promoter-luciferase reporter, luminescence. inhibition, % at 5 µM. hit rate 0.23% among 290,000. AID 1700;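 active means inhibition above a per-plate limit of that plate's mean compound inhibition plus 3 SD, cut at about 60% in these data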;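 further: 0% = DMSO wells and 100% = LY294002 at 200 µM; higher means less KLF5 promoter-driven luciferase light; inactives centre near -14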
HIF act: HIF pathway transcriptional activation | U2OS HRE-luciferase reporter, luminescence; normalized: DMSO 0%, desferrioxamine 100% | activation, % at 7.5 µM (by protocol) | hit rate 0.32% among 300,000;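 active means mean activation of at least 10% of the iron chelator positive control signal, with at least half of replicates also reaching 10%; inconclusive means mean and replicate majority disagree about reaching 10%; inactive means mean and most replicates under 10%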
aSyn 5UTR inh: 5' untranslated region of α-synuclein, MLPCN primary screen; alpha-synuclein 5'UTR reporter, inhibitor activity; inhibition, % (tested at 7.5 µM); hit rate 0.82% among 300,000; in the data active means inhibition above about 60%; inconclusive means no clear call, values can overlap the other calls;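 further: H4 neuroglioblastoma cells stably carrying SNCA 5'UTR luciferase fusion; 0% = DMSO wells and 100% = positive control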
AI-2 QS mod: modulates the Vibrio harveyi AI-2 quorum sensing system. Vibrio harveyi JMH597 AI-2 luminescence/OD600 ratio, 9 h; stronger effect = lower value; strain lacks LuxN and CqsS sensors; 0 = neutral-control median. activity change, % at 7.5 µM. hit rate 0.4% among 300,000. AID 2094; in the data active means activity change below about -75%, passing the limit was not always enough; inconclusive means no clear call, values can overlap the other calls;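 further: luminescence divided by OD600 gain over 9 h not by final OD600 alone; inactives centre near 13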
HSP90 inh: HSP90 refolding inhibition in rabbit reticulocyte lysate. luciferase refolding luminescence, 3 h. inhibition, % at 5.6 µM. hit rate 0.91% among 290,000. AID 1789;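 active means inhibition above the screen-wide mean plus 3 SD, computed separately per campaign, cut at about 16% in these data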;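 further: 0% = DMSO wells and 100% = 60 µM geldanamycin wells; inhibitors lower the luminescence because luciferase stays unfolded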
HSF1 inhib: HSF1 inhibition; NIH3T3-HGL HSE-luciferase, MG132-induced, luminescence 8 h; stronger effect = lower value; activity change, negative = inhibition, % at 7.5 µM (by protocol); hit rate 0.77% among 300,000; AID 2098;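 active means more than half of replicate wells show activity change below -50%, luminescence cut by over half; inconclusive means some wells, but at most half, below -50%; inactive means no replicate well below -50%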;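 further: luciferase reports HSF-1 transcriptional activity via heat shock element; 0% = median of DMSO wells and -100% = zero luminescence signal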
Platelet DG rel: platelet dense granule release activity. human platelet-rich plasma, SFLLRN dense granule ATP release, luminescence. inhibition, %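 (compounds screened at 7.5 µM in platelet-rich plasma)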. hit rate 0.22% among 300,000;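 active means mean replicate score, as percent of positive control, at or above 50; inconclusive means mean below 50 but at least one replicate at or above 50; inactive means mean and every replicate below 50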
IEC-6 tox: kills IEC-6 intestinal cells in KLF5 counter-screen | IEC-6 cytotoxicity, luminescence viability | inhibition, % at 5 µM | hit rate 0.78% among 290,000; in the data active means inhibition above about 22%;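 further: 0% = plate median of test compound wells and 100% = cytotoxic reference compound wells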
HDAC3 inh: human HDAC3 inhibition; O15379; recombinant HDAC3, fluorogenic peptide/trypsin coupled, fluorescence; inhibition, % at 8.3 µM; hit rate 0.15% among 320,000; AID 2718; in the data active means inhibition above about 26%, passing the limit was not always enough; inconclusive means no clear call, values can overlap the other calls
Target sequence (O15379 whole entry, looked up): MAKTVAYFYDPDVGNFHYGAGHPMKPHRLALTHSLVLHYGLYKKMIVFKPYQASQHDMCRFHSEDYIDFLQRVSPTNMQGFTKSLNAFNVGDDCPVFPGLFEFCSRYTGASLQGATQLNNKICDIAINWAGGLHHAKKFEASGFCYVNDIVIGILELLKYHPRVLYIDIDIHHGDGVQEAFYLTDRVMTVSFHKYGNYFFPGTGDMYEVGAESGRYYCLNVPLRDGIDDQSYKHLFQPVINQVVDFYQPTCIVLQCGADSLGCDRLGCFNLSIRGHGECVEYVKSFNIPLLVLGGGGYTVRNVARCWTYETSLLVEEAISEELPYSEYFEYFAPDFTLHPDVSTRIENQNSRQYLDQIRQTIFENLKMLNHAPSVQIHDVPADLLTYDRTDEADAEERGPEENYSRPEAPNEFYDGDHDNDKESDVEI
HSF1 activator: increases HSF-1 driven luciferase reporter signal; AID 504408; NIH3T3-HGL HSF-1 luciferase reporter, MG132, 8 h; 100% = twice DMSO control signal; activation, % at 9 µM; hit rate 1.7% among 300,000;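 active means mean replicate activation of at least 50% with a set share of replicates each reaching 50%; inconclusive means only one of those two conditions met; inactive means mean below 50% and too few replicates reaching it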;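 further: 0% = median of the neutral control wells and 100% = twice that signal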
* hit, by the source's call; ? = inconclusive; / = not tested or not shown.

SMILES	KLF5 inhibitor	HIF act	aSyn 5UTR inh	AI-2 QS mod	HSP90 inh	HSF1 inhib	Platelet DG rel	IEC-6 tox	HDAC3 inh	HSF1 activator
Clc1ccc(CSc2nnc3ccccn23)c(Cl)c1	-48	1.7	-75	12	1	30	-3	-11	0	37
O=C(c1ccco1)N1CCCC(c2ccccc2)C1 (stereo not drawn)	-26	-0.6	-6	14	2	7	/	-5	3	-14
CCc1ccc(C(=O)NC(=S)Nc2ccc(N3CCOCC3)cc2)cc1	-4	0.1	-11	18	1	?	-3	-1	3	-57
CCOC(=O)N1CCN(CC(=O)c2ccc3c(c2)CCN3)CC1	-32	0.4	-28	14	-3	-6	0	1	0	-13
COc1ccc(-c2nnc(N3CCCCC3)c3ccccc23)cc1	-1	0.4	14	20	5	-8	1	7	3	5
CC(C)Cn1c(N)c(C(=O)CSc2nc3ncc(Cl)cc3[nH]2)c(=O)n(C)c1=O	/	-0.9	5	9	/	-2	1	/	2	14
O=C1C(=O)N(CCN2CCOCC2)C(c2ccccc2F)/C1=C(\O)c1ccc(S(=O)(=O)N2CCOCC2)cc1 (stereo not drawn)	-20	-0.6	2	7	-5	4	2	6	2	37
Cc1cccc(NC(=O)c2ccc3c(Cl)c4c(nc3c2)CCCC4)n1	-26	-0.7	12	13	17*	-41	2	-1	2	-44
O=C1N=C(N2CCCCC2)S/C1=C/C1=Cc2ccccc2OC1	-21	0.7	-103	31	4	11	4	0	3	5
Cc1ccc(C)c2c(SC(C)C(=O)NCc3ccco3)nc(-c3ccccc3)nc12 (stereo not drawn)	-9	0.4	18	-10	-5	-5	15	3	8	-2
COc1cc(C(=O)NNC(=O)c2ccc(NC(=O)C(C)(C)C)cc2)cc(OC)c1OC	-38	0.5	6	10	-3	-2	8	-3	0	15
COc1ccc(OC)c(CNC(=O)C2CCC(=O)N2C(C)C)c1 (stereo not drawn)	-12	-1.3	-4	20	-1	-5	-4	-3	-2	0
CC(C(=O)N(C)Cc1ccccc1)N1CCN(C/C=C/c2ccccc2)CC1 (stereo not drawn)	-27	-0.6	-26	11	-2	0	1	-3	-1	-6
Cc1nccn1CCOc1ccc(Cl)cc1	-37	0.3	12	11	-3	5	2	2	0	8
NNc1nc2ccccc2c(=O)n1Cc1ccccc1	-46	-19	-133	28	7	9	4	4	-3	22
CCC(C(=O)Nc1cccc(C(F)(F)F)c1)c1ccccc1 (stereo not drawn)	-20	-0.4	17	17	4	-3	1	-8	-3	4
CCC(=O)N1CCc2cc(Br)cc(S(=O)(=O)NCC3CCCO3)c21 (stereo not drawn)	-8	0.2	13	5	5	-2	1	4	-12	-7
COc1ccc(C(=O)c2ccc(-c3ccc(OC)cc3)nc2)cc1	-24	-0.3	-45	6	2	-6	0	-1	/	10
Cc1cc(C)nc(N2C(=O)CC(Cc3ccc(Cl)cc3)C2=O)n1 (stereo not drawn)	12	0.1	1	20	-3	-2	-11	0	-4	7
Cc1ccccc1Nc1nnc(-c2ccc(C(=O)NCCO)cc2)c2ccccc12	-36	-25	2	22	0	5	-11	-3	-4	-5

An excerpt from above in order of SMILES length, descending.
SMILES	KLF5 inhibitor	HIF act	aSyn 5UTR inh	AI-2 QS mod	HSP90 inh	HSF1 inhib	Platelet DG rel	IEC-6 tox	HDAC3 inh	HSF1 activator
O=C1C(=O)N(CCN2CCOCC2)C(c2ccccc2F)/C1=C(\O)c1ccc(S(=O)(=O)N2CCOCC2)cc1 (stereo not drawn)	-20	-0.6	2	7	-5	4	2	6	2	37
CC(C)Cn1c(N)c(C(=O)CSc2nc3ncc(Cl)cc3[nH]2)c(=O)n(C)c1=O	/	-0.9	5	9	/	-2	1	/	2	14
COc1cc(C(=O)NNC(=O)c2ccc(NC(=O)C(C)(C)C)cc2)cc(OC)c1OC	-38	0.5	6	10	-3	-2	8	-3	0	15
Cc1ccc(C)c2c(SC(C)C(=O)NCc3ccco3)nc(-c3ccccc3)nc12 (stereo not drawn)	-9	0.4	18	-10	-5	-5	15	3	8	-2
Cc1ccccc1Nc1nnc(-c2ccc(C(=O)NCCO)cc2)c2ccccc12	-36	-25	2	22	0	5	-11	-3	-4	-5
CCC(=O)N1CCc2cc(Br)cc(S(=O)(=O)NCC3CCCO3)c21 (stereo not drawn)	-8	0.2	13	5	5	-2	1	4	-12	-7
Cc1cccc(NC(=O)c2ccc3c(Cl)c4c(nc3c2)CCCC4)n1	-26	-0.7	12	13	17*	-41	2	-1	2	-44
CCc1ccc(C(=O)NC(=S)Nc2ccc(N3CCOCC3)cc2)cc1	-4	0.1	-11	18	1	?	-3	-1	3	-57
COc1ccc(C(=O)c2ccc(-c3ccc(OC)cc3)nc2)cc1	-24	-0.3	-45	6	2	-6	0	-1	/	10
CCOC(=O)N1CCN(CC(=O)c2ccc3c(c2)CCN3)CC1	-32	0.4	-28	14	-3	-6	0	1	0	-13
CCC(C(=O)Nc1cccc(C(F)(F)F)c1)c1ccccc1 (stereo not drawn)	-20	-0.4	17	17	4	-3	1	-8	-3	4
Clc1ccc(CSc2nnc3ccccn23)c(Cl)c1	-48	1.7	-75	12	1	30	-3	-11	0	37
O=C(c1ccco1)N1CCCC(c2ccccc2)C1 (stereo not drawn)	-26	-0.6	-6	14	2	7	/	-5	3	-14
NNc1nc2ccccc2c(=O)n1Cc1ccccc1	-46	-19	-133	28	7	9	4	4	-3	22
Cc1nccn1CCOc1ccc(Cl)cc1	-37	0.3	12	11	-3	5	2	2	0	8

Later entries:
SMILES	KLF5 inhibitor	HIF act	aSyn 5UTR inh	AI-2 QS mod	HSP90 inh	HSF1 inhib	Platelet DG rel	IEC-6 tox	HDAC3 inh	HSF1 activator
COc1ccc(NC(=O)c2ccc(-n3cccn3)nc2)c(OC)c1	-32	0.1	-5	20	0	-5	0	-4	-4	4
O=C(C(Cl)c1ccccc1)N1CCCC1 (stereo not drawn)	-32	0.2	-112	19	-4	-10	3	4	-1	-12
CCOC(=O)N1CCN(S(=O)(=O)c2ccc(-n3cnnn3)cc2)CC1	-18	0.0	-10	10	2	-7	-11	3	2	-31
COc1ccccc1N1CCN(C(=O)COc2ccc(Cl)cc2Br)CC1	-8	0.2	-9	-8	-1	6	6	3	7	7
C#CCNC(=O)C1=C[C@H](c2cn(C(C)=O)c3ccccc23)[C@@H](CCCO)[C@H](OCC)O1	-23	-1.7	22	6	8	2	-3	5	-4	-12
Cc1ccccc1OCC(=O)N(Cc1cccs1)C1CCS(=O)(=O)C1 (stereo not drawn)	-3	0.6	2	20	1	-13	-4	-3	8	-4
COc1ccc(C(=O)N2c3ccccc3C(=O)OC2c2ccc3c(c2)OCO3)cc1 (stereo not drawn)	-71	2.6	-39	-10	2	17	5	-1	9	15
Cc1ccc(S(=O)(=O)c2cc3c(=O)n4cccc(C)c4nc3n(Cc3ccncc3)c2=N)cc1	6	0.2	45	-7	3	2	19	14	-1	-2
CCOC(=O)N1CCN(CC(O)COc2c(C)cccc2C)CC1 (stereo not drawn)	-2	0.6	11	3	1	-7	0	2	-3	-25
CCCn1c(N)c(Sc2ccc([N+](=O)[O-])cc2)c(=O)n(CCC)c1=O	-56	-0.2	6	20	-3	-2	-1	1	3	11
COCc1cc(=O)[nH]c(/N=C(\N)Nc2c(F)cccc2F)n1	-14	0.5	-4	39	6	-4	-1	2	5	7
O=C(Cc1ccccc1F)NC1CCCc2ccccc21 (stereo not drawn)	-1	0.1	-5	15	-6	3	-3	0	0	15
FC(F)(F)c1cccc(Cc2noc(CN3CCSCC3)n2)c1	-23	-0.4	22	38	2	-3	4	-1	1	-7
CCC(=O)Nc1ccc(N2CCC(C)CC2)cc1	-59	0.8	-43	14	-3	8	/	-9	0	23
CCN(CCCNC(=O)COc1cc(=O)n(CC)c2ccccc12)c1ccccc1	-20	-0.5	5	21	4	42	1	8	2	23
COC(=O)Cc1cnc(NC(=O)CSc2nc(C(C)C)cc(=O)[nH]2)s1	1	0.0	11	22	0	-2	-1	8	-3	1
CCn1c(NC(=O)C(C)C)c(-c2cccs2)c(=O)c2ccccc21	-6	-0.8	7	9	6	-7	-18	1	0	14
O=C(c1cccc([N+](=O)[O-])c1)c1cc2ccccc2o1	-21	1.3	5	-2	-1	3	1	-1	2	1
CCC(C)Sc1nc2c(c(=O)[nH]c(=O)n2C)n1Cc1ccc(Cl)cc1 (stereo not drawn)	-18	0.1	49	8	4	13	13	-6	-1	1
O=C(NCc1cccs1)c1nc(-c2cccs2)no1	-43	1.4	-100	-30	0	5	-1	-1	5	36
CN1CCC/C1=C/C=C1\SC(=S)NC1=O	5	/	/	/	5	/	/	-7	13	/
CC1CCN(S(=O)(=O)c2ccc(NC(=O)C3CSC4(C)CCC(=O)N34)cc2)CC1 (stereo not drawn)	/	-0.2	14	33	/	1	-9	/	-3	-11
Cc1ccc(/C=C/C(=O)Nc2ccc([N+](=O)[O-])cc2)o1	-31	0.9	-57	44	-1	-2	-1	2	/	8
CC1Cc2nc(SCC(=O)Nc3ccccc3F)n(C)c(=O)c2S1 (stereo not drawn)	-24	/	/	9	1	/	/	0	5	/
CCCn1c(=O)c(C(=O)c2ccccc2)nc2ccccc21	-3	0.0	6	3	-1	-2	7	-9	-1	-16
Cc1cccc(OCc2nnc3n2CCCCC3)c1	8	-0.1	21	2	0	3	-7	-1	-14	7
CSc1ccccc1C(=O)Nc1ccccc1C(=O)N1CCCC1	-13	-0.4	26	4	1	-19	4	-4	-1	-12
O=C1CSC(c2ccc(F)cc2)N1c1ccccc1F (stereo not drawn)	-6	2.9	-1	8	-4	-2	-4	-4	-5	7

Compound activity deposited in PubChem by several laboratories.

Not a hit list; any-hit rate near 5%.
